VIM-2 inh: inhibitors of Pseudomonas aeruginosa VIM-2 metallo-beta-lactamase. AID 1527. purified VIM-2, nitrocefin hydrolysis, epi-absorbance fluorescence. actives 0.89% (n = 290,000). inhibition, % at 5.6 µM;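 active = inhibition above the mean of all tested compounds plus 3 SD, cutoff set per screening run, cut at about 7.5% in these data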;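 note: red hydrolysis product quenches plate fluorescence so inhibitors raise well fluorescence; 0% = enzyme with DMSO and 100% = DMSO without enzyme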
NS3 helicase inh: inhibitors of Hepatitis C virus NS3 helicase; NS3 helicase DNA unwinding, Cy5 molecular beacon fluorescence; actives 0.56% (n = 290,000); inhibition, % at 10.9 µM; AID 1800;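 active = inhibition above the mean of all tested compounds plus 3 SD, set per campaign, cut at about 35% in these data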;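 note: 0% = DMSO wells and 100% = thioflavine S control wells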
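Measured by: Cy5 fluorescence, 0 and 60 min reads / Assay system: NS3 helicase fragment of HCV / Control set: low DMSO, high thioflavine S at 110 µM / Times: 1 h reaction at 25 °C, ATP-initiated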
pCIP destab: p/CIP protein destabilization; Q05BA5; F442A p/CIP-EGFP cells, EGFP fluorescence, 16 h; decrease of EGFP signal, % at 10 µM; actives 0.01% (n = 290,000);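 active = EGFP signal decrease of at least 30% at 10 µM or well 3 SD below plate mean, unless failing retest; inactive = the rest, including hits failing retest or dose response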; note: some compounds called inactive have numbers as strong as hits; many of its hits are not listed in these tables
DNA FID counter: displaces DNA intercalator in HCV helicase counter-screen; inhibition, % at 7.9 µM; DNA fluorescent intercalator displacement, fluorescence; actives 0.17% (n = 290,000); in the data active = inhibition above about 37%;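 note: 0% = vehicle and 100% = reference compound; higher means more ethidium bromide displaced from hairpin DNA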
PHOSPHO1 inh: blocks human PHOSPHO1 phosphatase activity. recombinant PHOSPHO1, absorbance phosphatase assay. AID 1565. actives 1.1% (n = 290,000). inhibition, % at 13.3 µM. Q8TCT1; in the data active = inhibition above about 60%
Target sequence (Q8TCT1 whole entry, looked up): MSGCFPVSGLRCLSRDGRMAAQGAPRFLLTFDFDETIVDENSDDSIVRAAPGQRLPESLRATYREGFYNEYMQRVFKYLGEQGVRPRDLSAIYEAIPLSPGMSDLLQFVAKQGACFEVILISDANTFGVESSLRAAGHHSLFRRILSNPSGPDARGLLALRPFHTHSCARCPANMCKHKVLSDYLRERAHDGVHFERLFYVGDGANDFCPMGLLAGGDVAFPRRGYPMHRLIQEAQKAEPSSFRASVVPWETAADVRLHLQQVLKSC
IMP-1 inhibitor: blocks Pseudomonas aeruginosa IMP-1 metallo-beta-lactamase; inhibition, % at 5.6 µM; purified IMP-1, nitrocefin hydrolysis, epi-absorbance fluorescence; actives 0.45% (n = 290,000); AID 1556;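 active = inhibition above the mean plus 3 SD of all compounds in the same screening run, cut at about 4.5% in these data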;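 note: 0% = IMP-1 with DMSO and 100% = DMSO wells lacking enzyme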
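system = purified recombinant IMP-1 beta-lactamase | amount = 0.2 nM IMP-1, as dispensed | medium = HEPES buffer pH 7.1 with ZnSO4 and Brij 35 | times = 25 °C, 15 min preincubation, 25 min reaction | detection = plate fluorescence quenching by hydrolysis product, ex 480/em 530 nm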
MEKK3 PB1 HTS: raises or lowers MEK5 binding to the human MEKK3 PB1 domain | Q99759 | bead-based flow cytometry, Alexa488-MEK5 binding to MEKK3; actives lie on both sides; 0 = blocked by unlabeled MEK5, 100 = vehicle | binding response (% of control), % at 10 µM | actives 1.4% (n = 290,000);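 active = binding response more than 3 SD above or below the average of its plate-row segment, actives on both sides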;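 note: Alexa488 bead fluorescence after subtracting the streptavidin-only scavenger bead signal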
Target sequence (Q99759 whole entry, looked up, the tested form may be a part): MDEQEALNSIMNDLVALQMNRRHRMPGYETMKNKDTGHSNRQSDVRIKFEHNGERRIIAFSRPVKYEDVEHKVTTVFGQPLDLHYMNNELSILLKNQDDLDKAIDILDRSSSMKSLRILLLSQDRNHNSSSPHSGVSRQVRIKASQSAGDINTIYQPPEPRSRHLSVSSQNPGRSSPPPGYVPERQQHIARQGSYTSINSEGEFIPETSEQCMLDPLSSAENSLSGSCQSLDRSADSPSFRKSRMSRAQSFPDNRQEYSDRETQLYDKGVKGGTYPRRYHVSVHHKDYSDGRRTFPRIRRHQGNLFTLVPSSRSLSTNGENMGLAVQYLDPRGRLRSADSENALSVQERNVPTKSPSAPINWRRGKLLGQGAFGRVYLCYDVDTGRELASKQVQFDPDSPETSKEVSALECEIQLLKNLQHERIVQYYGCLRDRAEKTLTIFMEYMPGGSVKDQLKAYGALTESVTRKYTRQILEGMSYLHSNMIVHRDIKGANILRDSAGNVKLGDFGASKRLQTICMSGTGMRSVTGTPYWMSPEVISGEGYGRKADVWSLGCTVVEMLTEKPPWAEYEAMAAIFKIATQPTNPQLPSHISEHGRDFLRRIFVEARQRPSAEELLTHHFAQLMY
IDE cell activ: IDE (human) activation, cell-based. AID 493087. HEK cells, FAbeta-B cleavage, fluorescence polarization; 0% vehicle, 100% cell-free pure enzyme wells. activation, % at 5.96 µM. P14735. actives 0.073% (n = 340,000);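 active = activation above the mean of all tested compounds plus 3 SD, set per screening campaign, cut at about 17% in these data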
UBC9 SUMO inh: SUMOylation inhibition | AID 2006 | inhibition, % at 35 µM | actives 0.36% (n = 290,000) | P63279 | HTRF SUMOylation assay, SAE1/SAE2 + UBC9, in vitro; in the data active = inhibition above about 50%, passing the limit was not always enough; note: strong numbers were not always called active
Target sequence (P63279 whole entry, looked up): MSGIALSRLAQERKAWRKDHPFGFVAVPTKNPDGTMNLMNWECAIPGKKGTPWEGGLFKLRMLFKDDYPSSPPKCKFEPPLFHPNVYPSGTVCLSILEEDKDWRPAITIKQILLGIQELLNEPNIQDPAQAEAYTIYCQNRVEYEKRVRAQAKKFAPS
Starred values were filed as active, the others as inactive.

For CC(=O)Nc1ccc(SCc2c(C)noc2C)cc1 the results were VIM-2 inh -2.0, NS3 helicase inh -16, pCIP destab -4, DNA FID counter -3, PHOSPHO1 inh 22, IMP-1 inhibitor -2.4, MEKK3 PB1 HTS 99, IDE cell activ 0 and UBC9 SUMO inh 18.
Cn1c(=O)n(C)c2cc(C(=O)O)ccc21 was read as VIM-2 inh 0.0, NS3 helicase inh -3, pCIP destab 0, DNA FID counter 2, PHOSPHO1 inh -14, IMP-1 inhibitor -2.8, IDE cell activ 1 and UBC9 SUMO inh 7.
For O=C(Nc1ccccc1N1CCCCC1)c1ccc(OC(F)F)cc1 the results were VIM-2 inh -2.1, NS3 helicase inh -14, pCIP destab -3, DNA FID counter -22, PHOSPHO1 inh 42, IMP-1 inhibitor -0.8, MEKK3 PB1 HTS 103, IDE cell activ 5 and UBC9 SUMO inh -17.
COc1cccc(N2CC(=O)N(NC(=O)CSc3nc(C)cc(C)c3C#N)CC2=O)c1 was read as VIM-2 inh -3.1, NS3 helicase inh 3, pCIP destab -6, DNA FID counter -14, PHOSPHO1 inh 18, IMP-1 inhibitor -1.9, MEKK3 PB1 HTS 104, IDE cell activ 0 and UBC9 SUMO inh 3.
Screening COc1ccc(C2CCCN2C(=S)Nc2ccc(C)cc2C)cc1OC (stereo not given) returned VIM-2 inh -1.8, NS3 helicase inh 1, pCIP destab 19, DNA FID counter -16, PHOSPHO1 inh 14, IMP-1 inhibitor -4.1, MEKK3 PB1 HTS 101, IDE cell activ 0 and UBC9 SUMO inh -12.
`Cn1c2c(c(=O)n(C)c1=O)C(c1ccc(Br)cc1)Nc1ccccc1O2` (stereo not given) gave VIM-2 inh -0.7, NS3 helicase inh -12, pCIP destab -2, DNA FID counter -27, PHOSPHO1 inh 29, IMP-1 inhibitor -1.1, MEKK3 PB1 HTS 98, IDE cell activ 7 and UBC9 SUMO inh 8.
O=C(NNC(=O)c1cccs1)c1cccnc1 was read as VIM-2 inh -1.2, NS3 helicase inh 0, pCIP destab -16, DNA FID counter -6, PHOSPHO1 inh 19, IMP-1 inhibitor -2.9, MEKK3 PB1 HTS 98, IDE cell activ 7 and UBC9 SUMO inh 14.
For Cc1ccc(C)c(NC(=O)CCn2cnnn2)c1 the results were VIM-2 inh -5.1, NS3 helicase inh -12, pCIP destab -5, DNA FID counter 4, PHOSPHO1 inh 16, IMP-1 inhibitor -2.6, MEKK3 PB1 HTS 104, IDE cell activ 5 and UBC9 SUMO inh 7.
`Cc1cc(C)cc(N(C(=O)CNC(=O)c2ccco2)C(C(=O)NC2CCCCC2)c2cccnc2)c1` (stereo not given) gave VIM-2 inh -0.2, NS3 helicase inh -10, pCIP destab -18, DNA FID counter -26, PHOSPHO1 inh 19, IMP-1 inhibitor -1.5, MEKK3 PB1 HTS 106, IDE cell activ 4 and UBC9 SUMO inh 7.
`CC(C)c1ccc(S(=O)(=O)N2CCN(C(=O)c3ccc(N4CCCC4)c([N+](=O)[O-])c3)CC2)cc1` gave VIM-2 inh -0.4, NS3 helicase inh -8, pCIP destab -28, DNA FID counter -32, PHOSPHO1 inh 15, IMP-1 inhibitor -0.2, MEKK3 PB1 HTS 94, IDE cell activ 6 and UBC9 SUMO inh 13.
Screening COc1ccccc1-c1coc2c(CN3CCN(CCO)CC3)c(O)ccc2c1=O returned VIM-2 inh -1.6, NS3 helicase inh 0, DNA FID counter 3, IMP-1 inhibitor -3.0, MEKK3 PB1 HTS 90 and IDE cell activ -3.
For CC(C)C1N(C(=O)N2CCOCC2)CCN1S(=O)(=O)c1ccccc1 (stereo not given) the results were VIM-2 inh -0.5, NS3 helicase inh 2, pCIP destab -13, DNA FID counter -3, PHOSPHO1 inh 54, IMP-1 inhibitor -2.0, MEKK3 PB1 HTS 96, IDE cell activ 1 and UBC9 SUMO inh 14.
`Cc1nn(Cc2ccccc2Cl)c2sc(C(=O)NCc3ccc4c(c3)OCO4)cc12` gave VIM-2 inh -0.8, NS3 helicase inh -13, pCIP destab -3, DNA FID counter -10, PHOSPHO1 inh 14, IMP-1 inhibitor -4.0, MEKK3 PB1 HTS 107, IDE cell activ 7 and UBC9 SUMO inh -17.
`CCOC(=O)c1cc2c(C)[nH]c(C)c2cc(C(=O)OCC)c1=O` gave VIM-2 inh -1.8, NS3 helicase inh 8, pCIP destab -3, DNA FID counter -9, PHOSPHO1 inh 31, IMP-1 inhibitor -2.2, MEKK3 PB1 HTS 101 and UBC9 SUMO inh 33.
For COc1ccc(CCN=C2SCC(=O)N2Cc2ccccc2)cc1OC the results were VIM-2 inh 1.1, NS3 helicase inh -12, pCIP destab -5, DNA FID counter -19, PHOSPHO1 inh -15, IMP-1 inhibitor -2.9, MEKK3 PB1 HTS 94, IDE cell activ 7 and UBC9 SUMO inh 12.

An excerpt from above in order of molecular weight, smallest number first.
For Cc1ccc(C)c(NC(=O)CCn2cnnn2)c1 the results were VIM-2 inh -5.1, NS3 helicase inh -12, pCIP destab -5, DNA FID counter 4, PHOSPHO1 inh 16, IMP-1 inhibitor -2.6, MEKK3 PB1 HTS 104, IDE cell activ 5 and UBC9 SUMO inh 7.
For CC(=O)Nc1ccc(SCc2c(C)noc2C)cc1 the results were VIM-2 inh -2.0, NS3 helicase inh -16, pCIP destab -4, DNA FID counter -3, PHOSPHO1 inh 22, IMP-1 inhibitor -2.4, MEKK3 PB1 HTS 99, IDE cell activ 0 and UBC9 SUMO inh 18.
`Cn1c2c(c(=O)n(C)c1=O)C(c1ccc(Br)cc1)Nc1ccccc1O2` (stereo not given) gave VIM-2 inh -0.7, NS3 helicase inh -12, pCIP destab -2, DNA FID counter -27, PHOSPHO1 inh 29, IMP-1 inhibitor -1.1, MEKK3 PB1 HTS 98, IDE cell activ 7 and UBC9 SUMO inh 8.

Carrying on.
Cc1onc(-c2ccccc2)c1C(=O)NCc1ccccc1F was read as VIM-2 inh -0.4, NS3 helicase inh 3, pCIP destab -3, DNA FID counter -3, PHOSPHO1 inh 40, IMP-1 inhibitor -1.4, MEKK3 PB1 HTS 101, IDE cell activ 0 and UBC9 SUMO inh -1.
Screening O=C(Nc1ccc(Oc2ccsc2C(=O)O)cc1)c1ccccc1 returned VIM-2 inh -0.6, NS3 helicase inh -1, pCIP destab 1, DNA FID counter -8, PHOSPHO1 inh 29, IMP-1 inhibitor -1.0, MEKK3 PB1 HTS 104, IDE cell activ -6 and UBC9 SUMO inh 10.
For CCOC(=O)c1c(NC(=O)CN2CCN(C)CC2)sc(C(=O)Nc2ccccc2)c1C the results were VIM-2 inh -0.7, NS3 helicase inh -45, pCIP destab -6, DNA FID counter 22, PHOSPHO1 inh 51, IMP-1 inhibitor -2.3, MEKK3 PB1 HTS 107, IDE cell activ 0 and UBC9 SUMO inh 8.
O=[N+]([O-])c1cnc2nc(-c3ccncc3)nn2c1O was read as VIM-2 inh -5.3, NS3 helicase inh -2, pCIP destab -5, DNA FID counter -4, PHOSPHO1 inh 12, IMP-1 inhibitor -4.0, MEKK3 PB1 HTS 117, IDE cell activ 4 and UBC9 SUMO inh 13.
`C=CCNC(=O)C1CCCN(S(=O)(=O)c2ccc(-n3cnnn3)cc2)C1` (stereo not given) gave VIM-2 inh -3.7, NS3 helicase inh 2, pCIP destab -21, DNA FID counter -4, PHOSPHO1 inh 46, IMP-1 inhibitor -2.2, MEKK3 PB1 HTS 99, IDE cell activ 3 and UBC9 SUMO inh 9.
`CCOC(=O)c1cnc2c(c(C)nn2-c2ccc(C)cc2)c1Cl` gave VIM-2 inh -1.3, NS3 helicase inh -9, pCIP destab 0, DNA FID counter -4, PHOSPHO1 inh 36, IMP-1 inhibitor 1.5, MEKK3 PB1 HTS 97, IDE cell activ -3 and UBC9 SUMO inh -4.
Screening C/C=C/c1ccc(OCC(=O)OCc2csc(Nc3ccc(C)cc3)n2)c(OC)c1 returned VIM-2 inh -3.4, NS3 helicase inh -18, pCIP destab -14, DNA FID counter -17, PHOSPHO1 inh -12, IMP-1 inhibitor -4.1, MEKK3 PB1 HTS 110, IDE cell activ 6 and UBC9 SUMO inh -10.
For C#CCn1c(=NC(=O)CN2C(=O)CCC2=O)sc2cc(S(N)(=O)=O)ccc21 the results were VIM-2 inh -2.0, NS3 helicase inh 7, pCIP destab 0, DNA FID counter -3, PHOSPHO1 inh -2, IMP-1 inhibitor -3.1, MEKK3 PB1 HTS 102, IDE cell activ 7 and UBC9 SUMO inh 7.
Screening CC(C)c1ccc2[nH]c(O)c(N=NC(=O)c3cccc(S(=O)(=O)Nc4ccc(Cl)cc4)c3)c2c1 returned VIM-2 inh -3.5, NS3 helicase inh 2, pCIP destab -3, DNA FID counter -2, PHOSPHO1 inh 43, IMP-1 inhibitor -2.1, MEKK3 PB1 HTS 100, IDE cell activ 3 and UBC9 SUMO inh 21.
`CCCCCC(=O)Nc1nnn(CCC)n1` gave VIM-2 inh -0.1, NS3 helicase inh 0, pCIP destab 18, DNA FID counter -3, PHOSPHO1 inh 6, IMP-1 inhibitor -1.8, MEKK3 PB1 HTS 105, IDE cell activ 9 and UBC9 SUMO inh -14.
`CC(C)Oc1ccc(C(=O)Nc2nc3ccccc3[nH]2)cc1` gave VIM-2 inh -3.3, NS3 helicase inh 4, pCIP destab -2, DNA FID counter -18, PHOSPHO1 inh 32, IMP-1 inhibitor -3.4, MEKK3 PB1 HTS 106, IDE cell activ 2 and UBC9 SUMO inh 6.
Screening CCC(NC(=O)c1ccccc1NC(=O)C(C)(C)C)C(=O)N1CCCC1 (stereo not given) returned VIM-2 inh -0.1, NS3 helicase inh 8, pCIP destab 0, DNA FID counter -21, PHOSPHO1 inh 41, IMP-1 inhibitor -0.4, MEKK3 PB1 HTS 100, IDE cell activ 5 and UBC9 SUMO inh -4.
COc1ccc(-c2cc(C(=O)Nc3cc(C)n(Cc4ccc(Cl)cc4)n3)no2)cc1OC was read as VIM-2 inh -2.2, NS3 helicase inh -5, pCIP destab -8, DNA FID counter -4, PHOSPHO1 inh 8, IMP-1 inhibitor -1.3, MEKK3 PB1 HTS 109, IDE cell activ 4 and UBC9 SUMO inh -23.
Screening Cc1cccc(C)c1NC(=O)COC(=O)c1ccccc1[N+](=O)[O-] returned VIM-2 inh -1.0, NS3 helicase inh 2, pCIP destab -4, DNA FID counter -3, PHOSPHO1 inh 63*, IMP-1 inhibitor -0.8, MEKK3 PB1 HTS 98, IDE cell activ 5 and UBC9 SUMO inh 11.
Screening Cc1ccc(CN2CCN(Cc3ccccn3)CC2CCO)cc1 (stereo not given) returned VIM-2 inh -1.9, NS3 helicase inh -6, pCIP destab -16, DNA FID counter -4, PHOSPHO1 inh 15, IMP-1 inhibitor -1.9, MEKK3 PB1 HTS 103, IDE cell activ -2 and UBC9 SUMO inh -13.
`CCCN1CCC(=O)N([C@H](CSc2ccc(OC)cc2)Cc2ccccc2)CC1` gave pCIP destab -21, PHOSPHO1 inh 9, MEKK3 PB1 HTS 71, IDE cell activ 4 and UBC9 SUMO inh -11.
For COc1ccc(C(=O)N2CCC(C(=O)Nc3ccccc3OC)CC2)cc1 the results were VIM-2 inh -2.6, NS3 helicase inh 8, pCIP destab 3, DNA FID counter -17, PHOSPHO1 inh -4, IMP-1 inhibitor 0.4, MEKK3 PB1 HTS 74, IDE cell activ 0 and UBC9 SUMO inh -8.

Screening data deposited in PubChem BioAssay by several laboratories.

Only part of the results is shown; rates above refer to the full screens.
